# Growth percent in the NCI-60 one-dose screen (48 h, 10 µM unless noted): 100 = growth as untreated, 0 = no growth, -100 = all killed.
# IGROV1: IGROV1 ovarian cancer | 79,000 tested, 4.7% active
# UO-31: UO-31 renal cancer; 81,000 tested, 5.2% active; AID 1794768
# SN12C: SN12C renal cancer cells; AID 1794767; 81,000 tested, 3.8% active
# 786-0: 786-0 renal cancer cells. 81,000 tested, 5.1% active. AID 1794775
# TK-10: TK-10 renal cancer cells; 81,000 tested, 3.9% active
# ACHN: ACHN renal cancer; AID 1794771; 81,000 tested, 4.9% active
# NCI/ADR-RES: NCI/ADR-RES ovarian cells | 81,000 tested, 4.4% active | AID 1794790
# CAKI-1: CAKI-1 renal cancer; 75,000 tested, 4.7% active; AID 1794772
# Numbers without * were called inactive; · = no result given. Rule for the calls: active = growth percent below 10; inactive = the rest.
# Order of values: NCI/ADR-RES	ACHN	TK-10	SN12C	UO-31	CAKI-1	IGROV1	786-0
> CCN(CC)CCN1C(=O)c2c(c(C)c3c(oc4ccc(OC)cc43)c2C)C1=O
 : 82.6	9.3*	94.3	92.6	17.5	95.8	87.2	-30.0*
> CNC1C(OC2C(OC3C(O)C(O)C(N=C(N)N)C(O)C3N=C(N)N)OC(C)C2(O)CO)OC(CO)C(O)C1O (configuration not stated)
 : 107.3	96.2	94.2	96.6	87.2	91.7	111.7	104.7
> CC1=C(C)C(=O)C(Nc2ccccc2)=C(Br)C1=O
 : 99.1	97.5	99.9	96.6	84.9	100.6	105.8	99.0
> O=C1CCCCN1
 : 97.5	103.6	100.6	97.7	98.2	99.9	113.5	93.9
> O=C(Nc1ccccc1C(=O)O)c1cc([N+](=O)[O-])cc([N+](=O)[O-])c1
 : 99.4	93.0	96.7	99.5	72.2	94.5	83.3	98.9
> CCN(CC)CCNc1cccc(Cl)c1
 : 107.3	103.3	96.7	95.1	78.8	93.0	106.3	101.1
> CCOc1ccc(-n2nc(C(=O)Nc3ccccc3)nc2-c2cc(OC)c(OC)c(OC)c2)cc1
 : 45.7	62.8	72.4	·	37.7	51.6	55.1	69.4
> COc1ccc(-c2nn(-c3ccccc3)cc2C2OC23CCc2ccccc2C3=O)cc1 (configuration not stated)
 : 101.6	98.8	120.1	107.1	82.0	78.3	87.3	101.9
> O=[N+]([O-])c1cccc(-c2nnc(CSc3nnc(-c4ccccc4Cl)o3)o2)c1
 : 108.9	104.5	123.5	105.0	77.5	95.1	112.0	101.1
> COc1ccc(/C=c2\c(=O)n(-c3ccccc3)c3nnc(-n4ncc(C#N)c4N)n23)cc1
 : 97.1	93.2	119.1	92.7	67.1	88.7	95.8	103.6
> COc1ccc(/C=C2\N=C3SCCCN3C2=O)cc1
 : 106.4	91.9	88.1	97.6	88.0	83.8	108.1	86.9
> Cc1cc(C)n2c(=O)[nH]nc2c1
 : 107.3	104.9	119.8	101.1	98.6	125.6	96.9	99.8
> CN1CCN(Cc2ccc(NC(=O)c3[nH]ncc3Nc3ncnc4[nH]ccc34)cc2)CC1
 : 71.2	6.0*	-61.8*	13.3	3.5*	-1.6*	16.4	·
> COc1ccc(C2=NOC(CC(=O)N3CCCC3)C2)cc1OC1CCCC1 (configuration not stated)
 : 103.6	103.7	98.7	97.4	85.4	94.7	105.9	101.5
> Cc1cc(Nc2nc(OCCCN(C)C)nc3ccccc23)n[nH]1
 : 108.3	100.0	120.2	100.9	86.9	81.7	98.4	99.1
> Cc1cc(C)c(-c2c(N)cc(Br)cc2Br)c(N)c1
 : 54.5	75.1	72.0	68.7	61.5	50.3	63.9	45.9
> COc1ccc(OC)c(C2C3=C(CC(C)(C)CC3=O)OC2C(=O)c2ccc(N=[N+]=[N-])cc2)c1 (configuration not stated)
 : 112.8	106.5	107.5	107.2	86.7	93.9	105.7	106.8
> Cc1c(NC(=O)CCCN2C(=O)/C(=C/c3cn(C)c4ccccc34)SC2=S)c(=O)n(-c2ccccc2)n1C
 : 97.3	94.0	120.8	90.0	69.4	77.8	80.4	103.3
> CCOC(=O)c1cc(C(=O)c2cc(OC)c(OC)c(OC)c2)n2c1ccc1c3cccnc3ccc12
 : 33.9	76.2	85.3	78.7	69.0	·	67.8	78.5
> Cc1ccc(C(=O)c2ccc(CC(=O)N/N=C/c3cc4ccccc4[nH]3)n2C)cc1
 : 98.1	94.2	163.2	89.8	59.6	84.2	54.5	98.6
> c1ccc(-c2nc3cnccn3c2NCCN2CCOCC2)cc1
 : 93.5	100.0	100.4	104.7	88.7	90.5	94.7	95.3
> O=C1/C(=C/c2cn(-c3ccccc3)nc2-c2ccccc2)SC(=S)N1c1ccccc1
 : 103.3	95.5	106.2	90.7	82.3	87.2	94.5	105.2
> CCOC(=O)NC(NC(=O)OCC)C(Cl)Cl
 : 107.3	107.7	109.6	102.2	104.2	106.0	123.5	100.4
> COc1ccc(OC)c(-c2cc(-c3ccc(Cl)cc3)c(C#N)c(SCC(=O)c3ccccc3)n2)c1
 : 82.7	77.4	106.8	93.0	78.5	94.3	88.1	98.8
> Cn1c(=O)c2[nH]c(N/N=C/c3cccc(Br)c3)nc2n(C)c1=O
 : 121.5	98.5	83.8	104.9	98.1	117.8	·	94.1
> O=c1[nH]nc(-c2ccccc2NCc2ccccc2)c(=O)[nH]1
 : 103.3	107.5	110.8	105.9	81.7	85.3	103.0	98.5
> Fc1ccc(-n2nc(C(F)(F)F)c3c2OCc2ccccc2-3)cc1
 : 104.0	102.7	123.0	102.8	96.3	98.5	100.7	102.5
> CC(=O)[C@H]1CC=C2[C@@H]3CCC4=CC(=O)C[C@]4(C)[C@H]3CC[C@@]21C
 : 96.8	98.8	94.3	101.2	85.4	97.9	104.8	93.9
> CCN(CC)C(=S)Sc1cc2c(cc1Cl)C(=O)c1ccccc1C2=O
 : 92.4	93.1	125.4	93.5	69.1	75.6	81.5	106.6
> NS(=O)(=O)c1ccc(CNC(=O)Nc2nc3ccccc3s2)cc1
 : 93.2	95.4	183.7	96.1	67.7	84.5	75.6	96.3
> CS(=O)(=O)c1ccc(NN)c([N+](=O)[O-])c1
 : 107.9	102.0	104.4	96.6	72.4	96.5	106.8	99.3
> COc1cc(-c2ccc(NC(=O)N3CC3C)c(OC)c2)ccc1NC(=O)N1CC1C (configuration not stated)
 : 103.7	92.7	117.4	88.9	92.7	96.2	90.1	104.4
> NC(=O)c1c(NC(=O)c2cccc(C(F)(F)F)c2)sc2c1CCC(=O)C2
 : -2.2*	-93.4*	5.2*	3.6*	-95.9*	-55.0*	-6.1*	17.8
> O=C(NCCc1ccccc1O)c1cc2c(cc1[N+](=O)[O-])OCO2
 : 100.2	91.8	104.8	91.1	74.3	91.7	110.3	119.8
> CCN(CC)C(=O)c1ccc(Cc2n[nH]c(=O)c3cccnc23)cc1
 : 101.2	104.6	111.9	96.5	75.5	87.2	105.1	97.7
> COc1cc(Cl)cc(-c2nn(C(=O)NS(=O)(=O)c3ccc(Cl)cc3)cc2-c2ccncc2)c1
 : 84.1	80.6	85.8	92.5	63.0	91.0	82.6	67.9
> NC(N)=NC(N)=NCCCCc1ccccc1
 : 97.4	76.7	90.4	89.5	71.9	74.4	102.9	80.7
> O=C(CSc1nc2ccccc2c(=O)n1CCc1ccccn1)NNC(=O)c1ccc(Cl)cc1
 : 100.7	107.0	99.6	98.4	70.5	89.8	108.3	99.9
> COc1ccc(C(=O)CSc2nnc3n2N=C(c2ccc(OC)cc2)CS3)cc1
 : 103.0	82.4	85.4	98.2	82.9	92.6	82.5	89.3
> O=S(=O)(Cc1ccc(CS(=O)(=O)c2ccc(Cl)cc2)cc1)c1ccc(Cl)cc1
 : 111.5	101.3	117.3	102.3	79.4	107.8	·	113.8
> O=c1[nH]c2ccccc2nc1/C(Cl)=C/c1ccc(Cl)cc1
 : 97.9	103.4	106.9	109.7	85.3	99.0	85.5	106.4
> C=CC(=O)Nc1cccc(-c2nc(SC)nc(Nc3ccc(OC)cc3)c2C#N)c1
 : 99.7	96.4	123.6	87.6	75.6	83.0	98.8	95.0
> O=C(/C=C/C12c3ccccc3C(c3ccccc31)C1C(=O)NC(=O)C12)c1ccncc1 (configuration not stated)
 : 23.9	23.7	17.5	7.9*	26.5	43.9	9.7*	20.6
> COCc1cc2c(cc1Br)OCO2
 : 88.7	101.2	95.7	·	84.6	95.0	·	102.0
> CCC(=O)c1cc(C(=O)CC)n2ccc3ccccc3c12
 : 106.3	107.0	131.3	93.3	86.9	96.2	97.7	·
> CC1N=C(SCC(=O)c2ccc(Cl)cc2)N2C(C)N=C(SCC(=O)c3ccc(Cl)cc3)N12 (configuration not stated)
 : 104.4	104.2	118.7	101.1	94.4	81.2	107.3	101.0
> O=C1CCCN1C(O)CCN(Cc1ccccc1)Cc1ccc(Cl)cc1 (configuration not stated)
 : 106.1	107.8	108.9	100.9	84.9	97.3	100.4	95.7
> CC(=O)N1c2ccnn2CC1c1ccccc1 (configuration not stated)
 : 108.3	105.9	102.2	99.1	90.0	96.8	113.0	99.2
> CCn1cc(-c2cc(-c3ccc(Cl)cc3)[nH]c(=O)c2C#N)c(-c2ccc(Br)cc2)n1
 : 78.5	81.9	88.3	96.7	68.9	73.3	104.8	92.6
> Cc1cc(C)c(C)cc1C
 : 115.1	120.5	97.7	99.8	83.7	101.3	99.7	100.2
> CCOC(=O)C1=C(C)n2nc(CC#N)c(C#N)c2NC1c1ccc(C2Nc3c(C#N)c(CC#N)nn3C(C)=C2C(=O)OCC)cc1 (configuration not stated)
 : 96.7	103.6	112.7	100.3	77.3	·	88.3	104.3
> Nc1nc(N)c2cc(S(=O)(=O)c3cccc(C(F)(F)F)c3)ccc2n1
 : 52.6	38.4	72.6	33.7	56.0	65.1	39.5	38.1
> CCOC(=O)c1csc(NC(=O)CSc2nc(C)c(C)n2Nc2ccc(C)cc2)n1
 : 70.0	76.5	77.8	62.8	62.7	80.5	95.2	83.8
> CCCCCCCCCCCCCCCCCCOc1ccccc1CC(=O)OCC[N+](CC)(CC)CC
 : 95.9	64.4	38.5	15.2	89.5	35.6	-26.9*	22.6
> CCOC(=O)C(O)C(O)C(=O)OCC (configuration not stated)
 : 108.2	108.9	102.2	102.4	97.1	101.2	114.8	105.4
> O=C1CC(c2ccc3c(c2)OCO3)Nc2cc3c(cc21)OCO3 (configuration not stated)
 : 13.5	45.8	34.6	22.7	52.6	43.4	50.4	30.8
> Cc1ccc2nc(-c3ccc(C(=O)O)cc3)n(CC(=O)NNC(=O)c3ccncc3)c2c1
 : 100.7	100.3	101.7	96.0	77.4	89.0	95.0	117.1
> O=C1C(=O)N(CCCCn2cc(CN(Cc3ccccc3)Cc3ccccc3)nn2)c2ccccc21
 : 92.2	91.5	118.4	97.4	71.8	75.3	95.8	95.9
> CCOC(=O)C1=C(C)NC(C)=C(C(=O)OCC)C1c1cccc(C#N)c1
 : 92.8	94.6	100.0	107.5	86.3	68.3	91.5	92.6
> Cc1ccccc1C1CC(=O)c2ccccc2C1C (configuration not stated)
 : 107.8	108.3	105.1	99.1	82.1	105.6	122.8	101.5

# Record cards, from the list above:
# O=C(/C=C/C12c3ccccc3C(c3ccccc31)C1C(=O)NC(=O)C12)c1ccncc1 (configuration not stated) as listed: NCI/ADR-RES = 23.9; ACHN = 23.7; TK-10 = 17.5; SN12C = 7.9*; UO-31 = 26.5; CAKI-1 = 43.9; IGROV1 = 9.7*; 786-0 = 20.6
# O=S(=O)(Cc1ccc(CS(=O)(=O)c2ccc(Cl)cc2)cc1)c1ccc(Cl)cc1 as listed: NCI/ADR-RES = 111.5; ACHN = 101.3; TK-10 = 117.3; SN12C = 102.3; UO-31 = 79.4; CAKI-1 = 107.8; IGROV1 = ·; 786-0 = 113.8
# CCCCCCCCCCCCCCCCCCOc1ccccc1CC(=O)OCC[N+](CC)(CC)CC as listed: NCI/ADR-RES = 95.9; ACHN = 64.4; TK-10 = 38.5; SN12C = 15.2; UO-31 = 89.5; CAKI-1 = 35.6; IGROV1 = -26.9*; 786-0 = 22.6

# More records.
# Order of values: NCI/ADR-RES	ACHN	TK-10	SN12C	UO-31	CAKI-1	IGROV1	786-0
> COc1cc(C2CC(c3cc(Cl)c(C)cc3O)=NN2c2ccc(S(N)(=O)=O)cc2)cc(OC)c1OC (configuration not stated)
 : 3.9*	3.3*	15.3	13.7	4.1*	11.4	3.4*	·
> CCOC(=O)C1=C(CSC(=S)N2CCN(c3ccc(OC)cc3)CC2)N(C)C(=O)NC1c1ccccc1 (configuration not stated)
 : 87.6	79.2	90.1	85.2	45.6	74.9	81.3	80.3
> CC(=O)C1=C(C)NC(=O)NC1c1ccc2c(c1)OCO2 (configuration not stated)
 : 105.6	107.7	103.3	101.9	83.4	91.4	103.3	104.9
> C#CCOc1ccc(/C=N/Nc2nc(-c3ccc(F)cc3)cs2)cc1OCC#C
 : 90.8	104.0	116.1	111.5	85.0	97.1	106.0	88.9
> COc1cccc2c1OC(c1ccc3noc(-c4ccc(C)cc4)c3c1)N1N=C(c3ccccc3)CC21 (configuration not stated)
 : 105.7	100.4	117.4	105.2	86.7	95.7	97.9	104.8
> COc1cc(C(=O)Nc2cc(O)c(C/C=C(\C)CCC=C(C)C)c(O)c2)cc2c1O[C@]1(C)CC[C@@H](O)C(C)(C)[C@H]1C2
 : 57.7	18.5	40.9	26.5	-31.9*	·	33.7	-6.1*
> COc1ccc(Cc2cc(-c3ccccc3)nn(Cc3ccccc3)c2=O)cc1OC
 : 30.2	27.1	49.8	20.2	14.7	46.3	47.0	35.8
> COC(=O)c1noc2cc([N+](=O)[O-])ccc12
 : 100.2	104.0	104.7	100.8	89.1	101.8	101.5	112.4
> CN(C)CCCC1(c2ccc(F)cc2)OCc2cc(-c3ccc(C(F)(F)F)nc3)ccc21 (configuration not stated)
 : 84.1	83.1	82.4	75.1	55.5	55.4	66.5	72.7
> c1cc(OCCCCCOc2cccc(-c3nc4ccccc4[nH]3)c2)cc(-c2nc3ccccc3[nH]2)c1
 : 0.3*	6.5*	25.7	26.4	3.7*	36.4	10.8	19.8
> Cc1ccc(Sc2oc(-c3ccccc3)nc2C(=O)O)cc1
 : 102.2	105.6	96.0	96.9	93.2	94.8	107.6	97.8
> O=[N+]([O-])c1ccc(N/N=C(\c2ccccc2)c2ccc(O)cc2O)c([N+](=O)[O-])c1
 : ·	101.1	109.6	100.7	85.3	90.4	107.3	110.7
> Cc1nc2ncccc2nc1Nc1ccc(S(=O)(=O)N=C(N)N)cc1
 : 99.5	93.9	104.3	94.4	60.4	91.2	72.3	102.9
> CC(=O)CC(=O)C(F)(F)F
 : 103.5	102.4	108.2	98.0	71.2	112.3	113.7	98.8

# Assay outcomes deposited in PubChem BioAssay by NCI.
